Screening results from PubChem.
Shn3 inh set2 – reduces Shn3 3'UTR luciferase signal in osteoblasts; 0.52% of 360,000 active; Clone20 osteoblast Shn3 3'UTR firefly luciferase, 24 h; AID 588674; inhibition, % at 12.5 µM;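 active = mean inhibition of at least 75% with every replicate also reaching 75%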;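 note: 0% = median of neutral control wells and 100% = pilot-screen positive control compound; some compounds past the cut are filed as inactive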
NR2F2 inh – blocks human COUP-TFII nuclear receptor | P24468 | 0.7% of 370,000 active | inhibition, % at 8.6 µM | HEK293T NGFI-A luciferase reporter, luminescence;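 active = inhibition above a per-plate cutoff, mean inhibition of test wells between control levels plus 3 SD, cut at about 38% in these data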;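 note: cells cotransfected with COUP-TFII expression vector driving the NGFI-A reporter; 0% = median of COUP-TF2 test wells and 100% = reporter-only cells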
Target sequence (P24468 whole entry, looked up): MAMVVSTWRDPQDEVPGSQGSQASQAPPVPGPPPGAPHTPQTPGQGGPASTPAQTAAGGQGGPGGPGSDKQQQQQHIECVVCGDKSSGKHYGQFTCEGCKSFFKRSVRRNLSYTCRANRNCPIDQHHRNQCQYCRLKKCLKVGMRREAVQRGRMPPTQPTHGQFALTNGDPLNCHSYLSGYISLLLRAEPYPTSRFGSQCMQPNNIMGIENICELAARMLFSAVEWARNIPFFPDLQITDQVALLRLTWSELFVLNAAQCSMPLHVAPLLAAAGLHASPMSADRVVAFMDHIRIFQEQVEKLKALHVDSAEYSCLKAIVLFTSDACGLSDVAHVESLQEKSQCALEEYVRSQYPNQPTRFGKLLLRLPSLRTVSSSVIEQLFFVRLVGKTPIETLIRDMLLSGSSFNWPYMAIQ
NCOA3 inh – inhibitors of human steroid receptor coactivator 3 (SRC3) | Q9Y6Q9 | HEK293 GAL4-SRC3 luciferase reporter, luminescence | inhibition, % at 3.6 µM | 0.17% of 360,000 active;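 active = inhibition above a per-campaign cutoff, the mean of all compounds plus 3 SD, cut at about 60% in these data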;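 note: 0% = DMSO-treated cells and 100% = gossypol-treated cells at 36 µM; higher means less SRC3-driven luciferase light from the GAL4 reporter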
TRAIL sens C8 – sensitizes caspase-8 expressing cells to TRAIL | NB7+C8 cells + TRAIL, ATPlite viability luminescence | inhibition (viability loss, TRAIL sensitization), % at 10 µM | 1% of 360,000 active;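 active = compounds causing at least 50% loss of cell viability in the single-dose screen, relative to plate controls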
TROY signal inh – TROY signaling inhibition. Q293 LMP1-TROYcd NF-kB luciferase reporter, 4 h. inhibition, % at 10 µM. 0.98% of 360,000 active. AID 1347056;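 active = compounds whose plate-normalised and pattern-corrected inhibition of the luciferase reporter signal at the single screening dose is 50% or more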
LRH-1 inv ag – suppresses constitutive activity of human LRH-1; HEK293T StAR-luciferase reporter, LRH-1 transfected, 24 h; inhibition, % at 3.6 µM; 0.13% of 360,000 active;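 active = inhibition above the mean inhibition of all tested compounds plus 3 SD, cut at about 73% in these data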;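 note: 0% = DMSO wells and 100% = reporter-only cells lacking LRH-1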
Target sequence (O00482 whole entry, looked up): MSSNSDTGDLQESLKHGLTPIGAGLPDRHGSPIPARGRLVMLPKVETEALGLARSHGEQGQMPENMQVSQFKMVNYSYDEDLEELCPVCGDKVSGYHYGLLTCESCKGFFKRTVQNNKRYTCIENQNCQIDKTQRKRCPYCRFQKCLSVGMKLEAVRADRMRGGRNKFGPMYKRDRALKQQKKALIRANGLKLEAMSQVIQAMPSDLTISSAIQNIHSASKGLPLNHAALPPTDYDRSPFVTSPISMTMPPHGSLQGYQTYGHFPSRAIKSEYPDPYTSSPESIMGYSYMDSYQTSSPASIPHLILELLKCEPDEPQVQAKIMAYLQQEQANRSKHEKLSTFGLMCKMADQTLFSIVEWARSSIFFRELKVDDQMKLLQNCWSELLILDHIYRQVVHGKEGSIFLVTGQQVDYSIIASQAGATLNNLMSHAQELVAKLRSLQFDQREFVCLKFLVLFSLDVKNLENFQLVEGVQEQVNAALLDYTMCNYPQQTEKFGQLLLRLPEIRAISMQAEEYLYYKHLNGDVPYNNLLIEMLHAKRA
KKLEB cytotox – reduces viability of KKLEB cystic fibrosis airway cells; KKLEB CF airway cells viability, ATPlite luminescence, overnight; stronger effect = lower value; cells stimulated with P. aeruginosa culture filtrate; activity change (cytotoxicity), % at 5 µM; 0.36% of 360,000 active; AID 602141;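 active = corrected activity change at or below -50% at 5 µM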
EBV LMP1 NFkB – inhibitors of Epstein-Barr LMP1-induced NF-kappaB reporter | LMP1-induced NF-kappaB luciferase reporter cells, luminescence | inhibition, % at 12.5 µM | 0.69% of 350,000 active; in the data active = inhibition above about 41%;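 note: 0% = neutral control wells and 100% = reference inhibitor control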
CF NFkB block – cystic fibrosis NF-kB activation inhibition; inhibition, % at 5 µM; KKLEB NF-kB-GFP reporter, PAF-induced, GFP fluorescence overnight; 0.86% of 360,000 active;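 active = at least 50% inhibition at 5 µM, scaled per plate between neutral and stimulator controls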;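 note: PAF is a Pseudomonas aeruginosa culture filtrate used as stimulus; plate controls were PAF-stimulated DMSO wells for no effect and unstimulated DMSO wells for full effect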
TWEAK Fn14 block – inhibitors of TWEAK-Fn14 interaction signaling; TWEAK-stimulated Fn14 reporter cells, luciferase luminescence, 8 h; inhibition, % at 10 µM; 2% of 360,000 active; in the data active = inhibition above about 50%
SRC1 inh – inhibitors of human steroid receptor coactivator 1 (SRC1). Q15788. HEK293 GAL4-SRC1 luciferase reporter, luminescence. inhibition, % at 3.6 µM. 0.12% of 360,000 active;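 active = inhibition above the campaign mean plus 3 SD, with each screening campaign given its own cutoff, cut at about 60% in these data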;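 note: 0% = DMSO treated cells and 100% = gossypol at 36 µM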
* hit, by the source's call; / = no result given.

Each structure is followed by: Shn3 inh set2, NR2F2 inh, NCOA3 inh, TRAIL sens C8, TROY signal inh, LRH-1 inv ag, KKLEB cytotox, EBV LMP1 NFkB, CF NFkB block, TWEAK Fn14 block, SRC1 inh
- CCOC(=O)n1c(=O)n(C)c2ccc(Cl)cc21
    -2, 2, 12, 1, -4, -2, -5, 6, -3, 2, -4
- COc1ccc(S(=O)(=O)N2CCCCC2)cc1NC(=O)[C@@H]1CCCN1C(=O)c1cccs1
    9, -17, -10, -4, -14, -2, 13, -4, -8, -22, -2
- COc1ccc(S(=O)(=O)NCC(c2ccc(C)cc2)N2CCN(C)CC2)cc1OC (stereo unspecified)
    11, -29, 1, -6, -4, 1, 17, 0, -13, 3, -11
- CC(C)(C)c1ccc(C(=O)NCC(=O)N2CCC3(CC2)NCCc2[nH]cnc23)cc1
    -20, 4, -37, -12, 11, 3, 12, -9, -2, 1, 1
- Cc1ccc(S(=O)(=O)N(C)c2ccc(C(=O)Nc3cccc(C)n3)cc2)cc1
    18, 19, 20, 16, 12, -4, -9, -3, 19, 22, 4
- CCOC(=O)c1c(-c2cccs2)csc1NC(C)=O
    -2, -16, -1, -14, -16, -2, -15, 5, 1, 18, 0
- CC1(C)CC(C2N3CC4(C)CN2CC(C)(C3)C4=O)CCO1 (stereo unspecified)
    5, 14, -4, -11, -18, -1, 0, -6, -5, 3, 6
- Oc1ccc(/C=N/n2c(C3CCCCC3)n[nH]c2=S)c(O)c1
    8, 9, -7, 6, -17, -4, -6, 4, 8, -15, 23
- Nc1ncnc(Nc2cccc(Cl)c2Cl)n1
    13, -2, 3, 1, 0, -9, -9, 2, -5, 0, -15
- FC(F)(F)c1cc(-c2ccco2)nc2ncnn12
    15, 17, 17, 0, 2, -8, 7, -7, -5, 12, -6

Three compounds from above, limited to CF NFkB block and TROY signal inh:
compound	CF NFkB block	TROY signal inh
Oc1ccc(/C=N/n2c(C3CCCCC3)n[nH]c2=S)c(O)c1	8	-17
Nc1ncnc(Nc2cccc(Cl)c2Cl)n1	-5	0
FC(F)(F)c1cc(-c2ccco2)nc2ncnn12	-5	2

The list goes on.
Each structure is followed by: Shn3 inh set2, NR2F2 inh, NCOA3 inh, TRAIL sens C8, TROY signal inh, LRH-1 inv ag, KKLEB cytotox, EBV LMP1 NFkB, CF NFkB block, TWEAK Fn14 block, SRC1 inh
- Fc1ccc(C(c2nnnn2Cc2cccs2)N2CCN(C3CCCCC3)CC2)cc1 (stereo unspecified)
    -7, 3, -11, 8, 6, -4, 0, 2, -1, 19, -9
- O=C1c2ccccc2C(Nc2ccc(F)c(Cl)c2)N1c1ccccn1 (stereo unspecified)
    8, 7, 13, -2, -26, -6, 15, -2, -19, 8, -1
- O=C(Nc1ccc2c(c1)OCCO2)c1cnccn1
    -48, -43, -42, 21, 1, -105, 4, 1, -7, 1, -78
- NC1=C([N+](=O)[O-])C(c2ccccc2)C2=C(CCCC2=O)O1 (stereo unspecified)
    -1, 10, -1, -1, 7, -7, 11, -20, -7, 11, 3
- NNC(=O)c1oc2nc(-c3ccccc3)cc(-c3ccccc3)c2c1N
    0, 2, 12, 3, 6, 0, 2, 7, -62, 7, 16
- COc1ccccc1-c1cn(C(C)(C)C)nc1C
    -7, 1, 13, -1, 20, 4, -3, -12, 5, 37, -6
- CCC(C)(C)C1CCC2(CC1)NC(=O)N(CC(=O)N1CCN(C(=O)c3ccco3)CC1)C2=O (stereo unspecified)
    0, 3, 17, -4, 9, 0, 9, 1, -16, 8, 0
- CC(C)(C)OC(=O)C[C@@H]1C/C=C\C[C@H](CC(=O)N[C@H](CO)Cc2ccccc2)C(=O)N[C@@H](Cc2ccccc2)COC1=O
    40, 11, -14, -14, 7, 0, 12, 10, -32, -2, -2
- CCCCN(C(=O)CSc1nnc(-c2ccco2)o1)c1c(N)n(Cc2ccccc2)c(=O)[nH]c1=O
    19, 0, -1, 5, -8, -10, -3, 1, -11, -17, 11
- O=C1NCCCC1C(=O)N/N=C/c1cccc([N+](=O)[O-])c1 (stereo unspecified)
    -21, 5, 1, 3, 3, 12, 3, -2, -4, 0, -1

Profiles from above:
Record of CC(C)(C)OC(=O)C[C@@H]1C/C=C\C[C@H](CC(=O)N[C@H](CO)Cc2ccccc2)C(=O)N[C@@H](Cc2ccccc2)COC1=O = Shn3 inh set2: 40; NR2F2 inh: 11; NCOA3 inh: -14; TRAIL sens C8: -14; TROY signal inh: 7; LRH-1 inv ag: 0; KKLEB cytotox: 12; EBV LMP1 NFkB: 10; CF NFkB block: -32; TWEAK Fn14 block: -2; SRC1 inh: -2
Record of O=C(Nc1ccc2c(c1)OCCO2)c1cnccn1 = Shn3 inh set2: -48; NR2F2 inh: -43; NCOA3 inh: -42; TRAIL sens C8: 21; TROY signal inh: 1; LRH-1 inv ag: -105; KKLEB cytotox: 4; EBV LMP1 NFkB: 1; CF NFkB block: -7; TWEAK Fn14 block: 1; SRC1 inh: -78

Next section:
canonical_smiles	Shn3 inh set2	NR2F2 inh	NCOA3 inh	TRAIL sens C8	TROY signal inh	LRH-1 inv ag	KKLEB cytotox	EBV LMP1 NFkB	CF NFkB block	TWEAK Fn14 block	SRC1 inh
COc1ccc(C(CNC(=O)c2oc3ccc(F)cc3c2C)N2CCCCC2)cc1 (stereo unspecified)	5	-10	-16	16	1	-19	-16	-23	2	-36	-19
CCOC(=O)c1nn(-c2ccc(C)cc2)cc1O	-36	-22	-91	28	-11	-110	0	-7	2	38	-87
CSc1ccc(S(=O)(=O)NC(C)c2ccccc2)cc1 (stereo unspecified)	14	-9	8	42	-11	-6	0	3	-8	3	-5
CC(=O)Nc1ccc(-c2cc(-c3ccc(NC(C)=O)cc3)nc(-c3ccccc3)n2)cc1	14	-2	12	11	-1	9	-26	-9	6	-18	-10
c1ccc(SCc2cc(-c3ccccc3)no2)cc1	-51	-40	-93	-5	-45	-109	0	-44	6	-8	-59
CCCC/C(O)=C1\C(=O)CC(C)(C)CC1=NCCCCCC(=O)O	18	5	10	-8	-18	2	-5	-1	4	-11	-2
Cc1ccc(NC(=O)C2CCN(c3nc(C)cc(C)n3)CC2)cc1	-9	12	3	-5	8	2	-14	1	17	12	-6
Cc1cc2cc(CNC(=O)c3ccc4c(c3)OCO4)ccc2[nH]1	-9	-32	15	5	-6	-5	-3	-6	-13	-13	11

As entered above:
Entry of CSc1ccc(S(=O)(=O)NC(C)c2ccccc2)cc1 (stereo unspecified) in EBV LMP1 NFkB: 3
Entry of CCOC(=O)c1nn(-c2ccc(C)cc2)cc1O in KKLEB cytotox: 0
Entry of CC(=O)Nc1ccc(-c2cc(-c3ccc(NC(C)=O)cc3)nc(-c3ccccc3)n2)cc1 in NCOA3 inh: 12
Entry of c1ccc(SCc2cc(-c3ccccc3)no2)cc1 in NR2F2 inh: -40
Entry of Cc1ccc(NC(=O)C2CCN(c3nc(C)cc(C)n3)CC2)cc1 in NR2F2 inh: 12

Other results follow:
canonical_smiles	Shn3 inh set2	NR2F2 inh	NCOA3 inh	TRAIL sens C8	TROY signal inh	LRH-1 inv ag	KKLEB cytotox	EBV LMP1 NFkB	CF NFkB block	TWEAK Fn14 block	SRC1 inh
Cc1ccc(-n2c(CSc3nc(C)cc(C)n3)nnc2SCC(=O)N2CCCC2)cc1	11	4	4	2	6	9	-2	3	7	6	4
COc1ccc(-c2noc(CCC(=O)N3CCN(c4cccc(C)c4)CC3)n2)cc1	8	3	-10	3	35	17	2	-9	-2	26	9
O=C1CC2(CCCC2)C(=O)N1CN1CCN(S(=O)(=O)c2cc(F)ccc2F)CC1	0	7	-11	-5	3	-4	-4	-4	4	-11	-4
Cc1ccccc1Nc1nc(N)nc(COC(=O)CCNS(=O)(=O)c2ccccc2)n1	-2	2	-14	-15	-9	-13	-12	1	6	2	-4
O=C(Nc1cc(C(F)(F)F)ccc1N1CCOCC1)c1cncc(Br)c1	7	-8	6	46	-5	3	-7	3	8	-4	-12
CCn1c(=O)[nH]c2cc(C(=O)N3CCN(c4ccccc4)CC3)ccc2c1=O	-13	/	-9	-12	1	-9	4	-8	-3	5	1
CC(C)c1ccc(NC2CCCN(C(=O)c3ccco3)C2)cc1 (stereo unspecified)	-8	3	2	-10	-4	23	-1	1	2	-21	-1
Cc1c(NC(=S)N/N=C/C=C/c2ccccc2)c(=O)n(-c2ccccc2)n1C	-3	1	10	-4	-28	-15	5	4	-35	-10	-10

canonical_smiles	Shn3 inh set2	NR2F2 inh	NCOA3 inh	TRAIL sens C8	TROY signal inh	LRH-1 inv ag	KKLEB cytotox	EBV LMP1 NFkB	CF NFkB block	TWEAK Fn14 block	SRC1 inh
COc1ccccc1C(c1c(N)n(C)c(=O)n(C)c1=O)C(C)[N+](=O)[O-] (stereo unspecified)	4	6	1	12	8	3	13	/	-17	3	14
O=C(Oc1ccc(Cl)c2ccccc12)N1CCCCC1	-4	-29	-5	17	-74	-40	0	-12	-1	-14	-30
CC(C(=O)Nc1ccccc1C(=O)O)n1c(C(F)(F)F)nc2ccccc21 (stereo unspecified)	0	-2	10	-4	-15	-14	9	1	-4	1	3
CCCCCNC(=O)CCc1ccccc1	-2	9	4	-1	-8	-5	-11	7	1	5	-1
O=C(COC(=O)c1ccc(S(=O)(=O)N2CCCCC2)cc1)Nc1ccccc1	-7	2	3	6	-4	-4	-10	6	4	15	5
COc1ccc(C)cc1NC(=S)NC(C)c1ccc(OC)c(OC)c1 (stereo unspecified)	10	15	-10	-4	0	3	0	-1	12	-4	0
Brc1cc2c(cc1/C=N/Nc1nc(N3CCOCC3)nc(N3CCOCC3)n1)OCO2	-3	7	0	-5	10	-12	-8	-4	6	-17	14
Cn1cc(/C=C(\C#N)C(=O)Nc2cccc([N+](=O)[O-])c2)c2ccccc21	21	0	10	-6	19	-10	-8	-46	-8	-92	5

canonical_smiles	Shn3 inh set2	NR2F2 inh	NCOA3 inh	TRAIL sens C8	TROY signal inh	LRH-1 inv ag	KKLEB cytotox	EBV LMP1 NFkB	CF NFkB block	TWEAK Fn14 block	SRC1 inh
CS(=O)(=O)c1ccc(Cl)c(NC(=O)CSc2n[nH]c(-c3cccs3)n2)c1	-2	-7	5	10	16	-1	-6	2	14	-3	5
O=C1CC(N2CCN(c3ccc(F)cc3)CC2)C(=O)N1Cc1cccs1 (stereo unspecified)	-13	-1	11	-12	-1	6	-1	-12	5	9	2
CC1CN(CCC(=O)Nc2ccc3c(c2)CCC3)CC(C)O1 (stereo unspecified)	-21	7	16	-6	-17	3	0	0	12	10	-15
CCc1ccc(CNC(=O)CCS(=O)(=O)Cc2ccccc2F)cc1	17	12	10	-6	-27	20	-5	1	-3	19	-6
O=C1NCCC/C1=N\Nc1ccc(Br)cc1	-27	-2	-15	-4	-45	-19	-4	-5	5	5	-36
Cc1ccc(OCCC(=O)OCC(=O)Nc2ccc(C)c(S(=O)(=O)N3CCOCC3)c2)cc1	4	16	9	-10	13	-8	2	-7	10	-7	2
COc1cccc(OC)c1C(=O)NNC(=O)c1ccc(F)cc1	6	-8	-3	1	7	-16	11	1	-10	2	4
Cc1ccc(-c2nc(C)c(C(=O)O)s2)cc1	-86	-32	-61	16	-17	-67	13	-44	-28	63*	-85
c1ccc(C[n+]2csc3ccccc32)cc1	-21	6	-7	0	-49	15	25	-20	4	-1	14
COc1ccc(/C=C/C(=O)NC(=S)NNC(=O)Cc2cccs2)cc1	9	-16	-32	11	-44	-120	-20	-4	21	-20	-29

Not all compounds are listed. The share of hits here may be higher or lower than overall.
